# NPY Y2 blocker: NPY-Y2 receptor antagonists, primary screen, cell-based; Neuropeptide Y receptor type 2 (Homo sapiens), P49146; NPY-Y2 expressing cells, antagonist mode; inhibition, % at 2.7 µM; 140,000 tested, 0.99% active; in the data active means inhibition above about 17%;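 further: 0% = vehicle with agonist challenge and 100% = reference antagonist with challenge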
# Target sequence (P49146 whole entry, looked up): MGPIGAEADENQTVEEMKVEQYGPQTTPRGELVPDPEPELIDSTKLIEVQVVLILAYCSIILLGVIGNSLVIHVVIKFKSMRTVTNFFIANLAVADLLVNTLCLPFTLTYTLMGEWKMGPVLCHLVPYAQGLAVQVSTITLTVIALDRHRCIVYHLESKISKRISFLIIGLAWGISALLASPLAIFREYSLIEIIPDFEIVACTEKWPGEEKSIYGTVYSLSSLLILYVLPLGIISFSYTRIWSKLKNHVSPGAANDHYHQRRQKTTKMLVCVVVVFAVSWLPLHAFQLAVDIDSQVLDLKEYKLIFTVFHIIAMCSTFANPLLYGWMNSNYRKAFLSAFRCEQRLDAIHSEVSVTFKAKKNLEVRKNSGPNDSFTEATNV
# Yeast lifespan up: compounds extending yeast replicative lifespan, primary screen, S. cerevisiae, OD615; S. cerevisiae growth with nicotinamide; deaD strain in restrictive glucose medium; inhibition of the nicotinamide effect, % at 10 µM; 130,000 tested, 0.68% active;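 active means inhibition above a set limit, placed 3 SD over the median of all compounds, cut at about 26% in these data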;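 further: 0% = nicotinamide-treated wells and 100% = cells grown without nicotinamide; some compounds called inactive have numbers as strong as hits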
#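 Assay system: DeaD-strain S. cerevisiae. Medium: CSMM-D glucose medium, restrictive. Reagent: nicotinamide, 1.5 mM, co-present with compound. Compound: 10 µM single point, 0.25% DMSO. Schedule: culture preincubation 4 h, compound exposure 48 h, both 30 °C. Detection: absorbance at 615 nm.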
# bCat KO growth: primary screen for growth suppressors in beta-catenin knockout HCT116 cells (colon tumor, human); viability, % at 10 µM; 140,000 tested, 1.5% active; HCT116 beta-catenin knockout viability, CellTiter-Glo, 60 h; stronger effect = lower value; AID 818, 2007;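 active means viability at or under a set limit, the compound median less 4 SD, cut at about 6% in these data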;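 further: 0% = Hyamine 1622 control at 20 µM and 100% = untreated cell control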
# GALR2 antag: GALR2 antagonists in receptor-expressing cells, primary screen | antagonist mode | AID 828, 2007 | 140,000 tested, 0.39% active | inhibition, % at 4 µM | Galanin receptor type 2 (Homo sapiens), O43603; in the data active means inhibition above about 27%;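 further: cells stimulated with galanin 1-16 at roughly its EC80; 0% = agonist challenge control and 100% = basal control without agonist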
# Target sequence (O43603 whole entry, looked up): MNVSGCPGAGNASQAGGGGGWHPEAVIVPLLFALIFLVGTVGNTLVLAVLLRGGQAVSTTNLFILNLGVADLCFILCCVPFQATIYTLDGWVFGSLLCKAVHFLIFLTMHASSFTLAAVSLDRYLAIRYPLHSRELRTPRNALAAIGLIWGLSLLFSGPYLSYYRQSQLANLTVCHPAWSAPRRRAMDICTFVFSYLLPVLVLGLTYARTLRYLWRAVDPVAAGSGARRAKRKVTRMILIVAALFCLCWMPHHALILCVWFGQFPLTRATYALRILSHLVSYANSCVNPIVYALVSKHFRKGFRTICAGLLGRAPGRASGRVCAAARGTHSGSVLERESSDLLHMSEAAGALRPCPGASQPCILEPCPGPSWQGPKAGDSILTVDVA
# PTEN del growth: growth suppression of PTEN-null HCT116, primary screen, cell-based, CellTiter-Glo | HCT116 PTEN-null viability, 60 h; stronger effect = lower value | viability, % at 10 µM | 140,000 tested, 1.2% active | AID 827, 2007;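 active means viability at or below a set limit, 4 SD under the median of all tested compounds, cut at about 3.7% in these data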;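 further: PTEN knockout HCT116 line with beta catenin targeted HCT116 as companion control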
# Measles CPE: compounds protecting cells from measles virus cytopathic effect, primary screen, measles RdRp inhibitor project, single point, MLSMR library, absorbance; Measles virus-infected cells, CPE protection; protection (pct of control), % at 4 µM; 140,000 tested, 1.5% active; in the data active means protection mostly above about 24%, no sharp cut-off; inactive means mostly below about 26%; further: some compounds called inactive have numbers as strong as hits
# Phagocytosis inh: inhibitors of macrophage phagocytosis, primary screen, imaging, J774A.1 cells, IgG beads | inhibition, % at 5 µM | AID 1029, 2008 | J774A.1 macrophage IgG-bead phagocytosis | 110,000 tested, 0.07% active;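 active means inhibition above the mean of the plate negative controls plus 5 SD, cut at about 13% in these data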;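 further: phagocytic index as fraction of beads internalized from green versus red external bead signal; plate controls were DMSO negative control for no effect and cytochalasin-D positive control for full effect; some results beyond the cut were filed as inactive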
# Yeast growth inh: growth inhibitors of yeast BB579 in restrictive medium, primary screen, yeast lifespan-shortening project, S. cerevisiae; OD615, 48 h; inhibition, % at 10 µM; 140,000 tested, 0.51% active; AID 804, 2007;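 active means inhibition above a set limit, 3 SD over the mean compound inhibition, cut at about 44% in these data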; further: inactives centre near -24
#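 System: DeaD yeast strain BB579; buffer or medium: CSMM-D dextrose restrictive medium; technique: OD at 615 nm; schedule: 4 h cell preincubation, 48 h compound exposure, 30 °C humidified; doses: single 10 µM dose; controls: amphotericin B 10 µg/mL, positive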
# MRP1 act: H69AR viability gain despite doxorubicin, primary screen, MRP-1 activator project, H69AR cells, CellTiter-Glo; viability rescue; viability increase, % at 10 µM; 140,000 tested, 0.61% active;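 active means viability gain under doxorubicin at or above a set limit, the compound median plus 3 SD, cut at about 4.7% in these data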;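 further: MRP-1 overexpressing cells given doxorubicin 25 µM after compound pretreatment; 18-22 h compound pretreatment then 72 h with doxorubicin before readout; 0% = doxorubicin-only wells and 100% = vehicle-treated cells without doxorubicin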
# E-sel TNF inh: E-selectin induction blockers in HUVEC – imaging, immunofluorescence, high content, primary screen; HUVEC TNFa-induced E-selectin immunofluorescence; inhibition, % at 2 µM; 120,000 tested, 0.71% active;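 active means inhibition above the batch mean plus 3 SD, and confirmed as a hit on visual image review, cut at about 43% in these data; inconclusive means passes the inhibition cutoff but fails visual image review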;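 further: 0% = TNF-stimulated DMSO wells and 100% = unstimulated control wells; not every result past the cut was called active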
# An asterisk follows results filed as active; ? = inconclusive; . = not tested or not shown. No enrichment for hits. About 6.1% of those tested had a hit in this group.
SMILES	NPY Y2 blocker	Yeast lifespan up	bCat KO growth	GALR2 antag	PTEN del growth	Measles CPE	Phagocytosis inh	Yeast growth inh	MRP1 act	E-sel TNF inh
COc1cccc(-c2nnn(CC(=O)Nc3cc(OC)c(NC(=O)c4ccco4)cc3OC)n2)c1	0.3	-6.9	101.6	-5.2	91.9	11.0	2.8	-17.9	1.0	-15.3
CCOc1cc(/C=N/NC(=O)CCCC(=O)NC2CCCCC2)ccc1O	1.1	3.4	92.6	-14.0	98.1	2.8	.	-33.9	-2.2	.
O=C(Nc1cc(F)cc(F)c1)c1ccc(NCCc2ccccc2)c([N+](=O)[O-])c1	6.1	-1.6	91.0	10.2	100.9	7.8	-3.6	-30.2	-2.2	33.3
Cc1ccc(N(CC(=O)NN=C2CCN(C)CC2)S(=O)(=O)c2ccccc2)c(C)c1	2.1	-0.2	91.6	-7.4	88.2	6.0	-5.3	-4.5	1.1	-2.7
COc1ccccc1C(=O)Oc1ccc2c(c1)O/C(=C\c1ccncc1)C2=O	0.1	47.1*	65.6	-11.8	54.3	2.7	-1.7	-16.7	-2.4	-5.3
Cc1nc2c(ccc3nc(NC(=O)c4ccc(S(=O)(=O)N(C)C)cc4)sc32)s1	-0.7	-7.1	80.3	2.5	74.3	1.5	-3.1	-15.9	-1.3	32.5
CCOC(=O)c1[nH]c2c(c1-c1ccc(OC)cc1)C(=O)CC(c1ccc(OC)c(OC)c1)C2 (centres undefined)	4.9	-1.4	72.3	-0.9	78.3	21.3	.	-14.1	0.1	-8.9
CCCNC(=O)NC(=O)COc1c(F)c(F)cc(F)c1F	2.0	-13.9	102.2	1.3	101.0	32.7	.	-16.2	0.4	2.0
CCCCOC(=O)CSc1nnc(-c2cc(OC)c(OC)c(OC)c2)o1	0.1	-27.6	63.2	-6.1	68.7	10.5	-2.2	-58.9	-2.4	2.6
Cn1c(=O)[nH]c(=O)c2c1nc(N1CCCC1)n2CCCSc1nnnn1-c1ccccc1	3.9	-3.1	95.1	5.7	90.6	7.3	.	-4.0	-3.2	8.6
COc1ccccc1C(=O)Nc1ccc(S(=O)(=O)N2CCc3ccccc32)cc1	0.9	-5.4	82.8	-0.4	79.4	8.8	0.5	-30.7	-2.5	14.0
CN(CC(=O)Nc1cccnc1)S(=O)(=O)c1ccccc1	2.0	-7.5	101.7	1.2	101.6	6.5	-0.1	-10.9	-0.7	-15.3
CC(=O)c1sc(NC(=O)C=C(C)C)nc1C	0.2	-19.3	98.3	-0.6	89.4	6.1	.	-76.8	-1.0	-17.1
O=C(CCC(=O)OCC(F)(F)C(F)F)NCc1ccccc1	2.8	-14.7	94.0	-6.5	84.3	5.7	-1.8	-33.2	-0.3	.
Cc1ccc(N(Cc2ccc([N+](=O)[O-])cc2)C(=O)c2ccco2)cc1C	4.1	4.9	84.0	-3.1	83.2	17.0	-2.6	-12.8	-3.9	.
CS(=O)(=O)N(CCc1ccccc1)CC(=O)N1CCN(c2ccccc2)CC1	3.3	-9.2	48.7	-4.2	62.2	8.7	-0.3	-13.0	-0.8	0.6
Cc1ccc(O)c(-c2cc(C(=O)NCc3ccncc3)[nH]n2)c1	1.0	-0.2	94.7	2.4	92.0	19.6	-0.6	-18.9	-1.2	24.9
CCOC(=O)C1C(=O)CC(C)(O)C(C(=O)OCC)C1c1ccc(C)s1 (centres undefined)	1.9	0.9	94.1	2.2	87.5	9.6	2.7	-4.1	-1.6	6.8
COc1cc(OC)c(C(=O)Nc2ccc(N(C)C)cc2)cc1OC	3.3	-16.9	91.6	-9.6	91.1	2.0	1.2	-43.2	1.0	2.2
FC(F)(F)c1cccc(Oc2ccc3c(C(F)(F)F)cc(C(F)(F)F)nc3n2)c1	2.0	-2.2	93.9	5.2	96.8	8.7	.	-10.0	-2.1	35.6
O=S(=O)(Nc1nc2ccccc2nc1NCc1ccco1)c1ccccc1	-1.0	4.7	88.6	-9.8	93.3	3.4	1.0	-24.3	-3.0	.
Cc1cc(OCC(=O)NCCN2CCOCC2)ccc1Br	0.7	-5.8	92.9	-0.5	90.5	11.4	1.8	0.0	-1.7	-16.0
CCOC(=O)c1c(NC(=O)c2ccc(Br)o2)sc(C)c1CC	2.4	-10.9	73.2	12.6	70.0	11.7	-0.8	-7.9	0.0	31.3
O=C(NCCCN1CCOCC1)c1c(F)cccc1F	-1.1	-6.6	91.2	10.1	95.7	4.3	-0.7	-23.0	-1.9	9.6
C[C@@](Cc1ccc(O)c(O)c1)(NN)C(=O)O	1.2	5.2	96.7	12.1	95.8	26.6	.	-57.5	-0.9	.
COC(=O)c1sccc1NC(=O)Cc1ccc(Br)cc1	7.8	3.0	93.3	1.4	95.3	17.4	14.4	-32.6	0.5	.
C/C(N)=C(/C#N)C(=O)CSc1nnc(Nc2c(C)cccc2C)s1	3.9	-1.0	82.9	10.0	96.8	3.0	-0.6	-24.5	-1.8	3.0
Cc1cc(N/N=C/c2ccccc2O)nc(-c2ccccc2O)n1	-3.4	-6.3	13.8	19.1	14.0	7.1	-2.9	-19.2	-4.4	.
CSc1ccc(Cl)c(C(=O)OCC(=O)N2CC(C)OC(C)C2)c1 (centres undefined)	1.1	-10.3	91.1	7.0	101.3	0.4	-2.5	-50.3	-0.3	-2.7
COc1ccc(C(=O)Nc2ccccn2)cc1	3.5	.	97.8	6.9	96.7	5.1	.	-8.2	-2.1	3.4
CCn1c(C)nc2cc(-c3nc4n(n3)Cc3ccccc3-4)ccc21	1.7	-15.6	17.2	3.2	16.5	5.4	-3.6	-38.4	-1.7	-29.2
CCN(CC)S(=O)(=O)c1ccc(-c2nnc(SCC(=O)Nc3cc(OC)cc(OC)c3)o2)cc1	-1.9	-27.6	111.1	-10.6	108.8	4.7	1.1	-7.9	-1.3	0.3
CCOC(=O)c1ccc(NC(=O)CSc2n[nH]c(-c3ccncc3)n2)cc1	0.3	-10.3	100.8	0.9	106.1	4.5	-0.5	-53.1	-2.7	-48.5
COc1ccc(C2=NCCn3cccc32)c(OC)c1	1.2	4.0	96.4	-5.4	77.8	6.8	-3.1	-35.9	-2.2	13.6
CCOC(=O)c1c(-c2ccc(OC)cc2)csc1/N=C/C1=C(O)CCCC1=O	-0.2	-4.5	92.5	-1.4	102.3	6.3	-4.4	-20.9	-2.2	.
O=C(c1ccc(Cl)c(Cl)c1)N1CCC(=O)N(C(COCc2cccc(C(F)(F)F)c2)Cc2ccccc2)CC1 (centres undefined)	7.8	7.3	48.0	-7.4	41.0	7.2	.	-39.0	-4.3	.
COc1ccc(NC(=O)C2C(=O)NC3(C)CC2c2ccccc2O3)cc1 (centres undefined)	-1.1	3.2	97.8	-7.3	90.1	20.2	-0.9	-26.5	4.9*	25.9
CC(C)C(=O)NC(=S)Nc1ccccc1C(=O)Nc1ccccc1	0.8	-6.8	85.8	-7.1	97.9	5.2	.	-33.8	0.1	2.7
Cc1ccc(NS(=O)(=O)c2ccc(C3CCCCC3)cc2)cc1	3.0	3.0	70.1	3.9	62.1	5.5	.	-38.8	-0.2	.
CCCS(=O)(=O)n1nc(-c2ccc(OC)cc2OC)cc1N	1.5	1.2	99.0	4.1	100.1	11.8	.	-43.2	-2.4	-47.2
CCN(CC)S(=O)(=O)c1cc(C(=O)Oc2ccccc2OC)ccc1OC	15.5	-3.9	84.2	-13.1	90.4	0.7	-0.7	-52.1	-1.0	-7.8
COc1cc(C2C(=O)N(C3CCCC3)CC(=O)N2Cc2ccco2)ccc1OC(C)C (centres undefined)	5.1	-17.9	83.6	-7.0	91.5	16.1	.	-19.2	-2.3	2.0
COc1ccc(NC2CCN(C3CC(=O)N(c4ccc(F)c(Cl)c4)C3=O)CC2)cc1 (centres undefined)	-0.9	-2.2	78.7	-8.2	81.0	14.8	8.5	-24.1	4.1	-15.0
COCC(C)NC(=O)c1cc(-c2cccc(OC)c2)on1 (centres undefined)	8.4	-26.9	87.8	5.3	111.5	9.7	-0.2	-32.1	1.9	-12.1
O=C(CCCc1nc2ccccc2s1)N1CCN(S(=O)(=O)c2cccs2)CC1	4.1	-7.8	81.4	19.4	62.8	2.4	-0.7	-33.5	-0.2	-10.6
Cc1ccc(CNC(=O)C2CC(c3cccc([N+](=O)[O-])c3)=NO2)o1 (centres undefined)	3.1	-27.6	86.3	-1.4	97.5	3.7	0.0	-50.2	-2.5	-20.1
CCN1CC(c2ccccc2)C(c2ccc(Cl)cc2)=N1 (centres undefined)	3.7	-2.9	72.5	-9.9	81.5	3.9	-4.8	-28.5	-2.7	.
CCOC(=O)NC(Nc1nnc(SCC)s1)(C(F)(F)F)C(F)(F)F	-2.5	-6.2	86.0	-0.8	103.5	4.8	-0.8	-35.1	-0.4	2.5
CC1CCCN(C(C(=O)NC2CCCCC2)c2cc3c(cc2[N+](=O)[O-])OCO3)C1 (centres undefined)	5.7	3.0	55.8	-14.3	48.8	10.0	-1.7	-38.2	-2.1	.
CC1CCN(c2nncc3ccccc23)CC1	1.1	29.6*	97.1	-11.7	98.4	3.8	-0.3	-23.3	-2.2	-8.9

# Next part
SMILES	NPY Y2 blocker	Yeast lifespan up	bCat KO growth	GALR2 antag	PTEN del growth	Measles CPE	Phagocytosis inh	Yeast growth inh	MRP1 act	E-sel TNF inh
C=CC(C)N1C(=O)S/C(=C\c2ccc(N3CCOCC3)cc2C)C1=O (centres undefined)	-3.1	1.3	76.0	15.0	78.3	19.8	.	-23.4	-0.8	.
Cc1cc(NC(=O)CSc2nnc(-c3ccco3)n2Cc2ccco2)no1	2.0	4.0	108.5	3.4	107.6	2.9	-2.5	-28.0	-1.0	-35.1
CCOc1ccc(CCNC(=O)C(O)c2ccccc2)cc1 (centres undefined)	2.4	-6.8	97.5	1.0	101.9	17.9	-0.7	-14.9	0.3	.
CCOc1ccccc1N(CC(=O)Nc1ccccc1C(=O)NCc1ccco1)S(C)(=O)=O	2.4	-5.8	87.7	-15.3	91.4	3.1	0.6	-14.5	-0.7	5.5
CCCCCC1NC(=O)NC1CCCCCC(=O)O (centres undefined)	0.3	-12.6	74.9	-11.4	99.9	5.6	-0.9	16.8	-0.8	?
c1coc(CN(Cc2ccco2)c2ncnc3c2oc2ccccc23)c1	12.8	.	28.5	7.7	20.7	16.9	.	-18.2	-4.1	-25.2

# Screening data (PubChem)
